Screening results deposited in PubChem by several laboratories.
phage Ecoli inh: E. coli growth loss with phage present; inhibition, % at 11.9 µM; 360,000 compounds, 0.26% hits; growth absorbance; in the data active = inhibition above about 11%
PKA-R1A activ: activates the PKA-R1A holoenzyme complex; AID 504707; P00514+P68181; activation, % at 11.4 µM; PKA-R1A dissociation, Cy5-IP20 fluorescence polarization; scaled: DMSO 0%, 113 µM cGMP 100%; 340,000 compounds, 0.083% hits;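 active = percent activation above the mean of all tested compounds plus 3 SD, cut at about 19% in these data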;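 also: higher means more PKAc released from R1A so a rise in polarization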
Tat export inh: blocks Tat-dependent protein export in E. coli; 340,000 compounds, 0.036% hits; inhibition, % at 10 µM; E. coli MC4100 TorA-mCherry Tat export, fluorescence;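 active = mean replicate inhibition at least 50% and at least half of replicates individually reaching 50%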;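 also: exported cargo escapes ClpAP degradation while cytoplasmic cargo is degraded and loses fluorescence; 0% = median of neutral control wells and 100% = median of NaSCN control wells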
HTR5A inv ag: counter-screen for OPRM1-OPRD1 inverse agonists: human HTR5A inverse agonism | P47898 | HTR5A cell line, luminescence | inhibition, % at 9.3 µM | 340,000 compounds, 0.083% hits; in the data active = inhibition mostly above about 23%, no sharp cut-off; inactive = mostly below about 18%;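 also: 0% = cells with DMSO and 100% = no-cell wells with DMSO; some compounds called inactive have numbers as strong as hits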
Target sequence (P47898 whole entry, looked up): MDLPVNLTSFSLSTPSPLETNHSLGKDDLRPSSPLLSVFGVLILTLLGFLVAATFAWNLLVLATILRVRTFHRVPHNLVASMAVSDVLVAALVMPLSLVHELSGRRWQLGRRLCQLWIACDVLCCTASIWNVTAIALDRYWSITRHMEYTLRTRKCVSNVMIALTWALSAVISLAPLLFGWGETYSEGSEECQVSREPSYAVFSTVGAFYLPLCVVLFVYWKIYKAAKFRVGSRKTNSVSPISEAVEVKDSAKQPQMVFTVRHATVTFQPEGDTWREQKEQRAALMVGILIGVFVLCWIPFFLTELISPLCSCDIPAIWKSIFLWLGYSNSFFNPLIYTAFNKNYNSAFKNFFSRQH
MOR-DOR inv ag: inverse agonists of human mu-delta opioid receptor heterodimerization. P35372+P41143. cell-based MOR-DOR heterodimer luminescence, inverse agonism. inhibition, % at 9.3 µM. 340,000 compounds, 0.21% hits; in the data active = inhibition above about 22%, passing the limit was not always enough;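 also: 0% = cells with DMSO and 100% = wells without cells with DMSO; values of inactives mirror those of a sister screen read the other way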
AddAB inh: less growth of phage-infected E. coli with AddAB | E. coli expressing H. pylori AddAB, absorbance growth | inhibition, % at 11.9 µM | 330,000 compounds, 0.29% hits | AID 435030; in the data active = inhibition above about 12%;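 also: 0% = vehicle wells of infected cells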
MOR-DOR ag: OPRM1-OPRD1 heterodimerization agonism; P35372+P41143; cells, luminescence; activation, % at 9.3 µM; 340,000 compounds, 0.3% hits; AID 504326; in the data active = activation above about 18%;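 also: 0% = vehicle-treated cells and 100% = reference agonist; values of inactives mirror those of a sister screen read the other way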
PfHsp90 yeast 2: growth inhibition of yeast expressing Plasmodium Hsp90. 310,000 compounds, 0.32% hits. inhibition, % at 9.4 µM. AID 504621. S. cerevisiae expressing PfHsp90, BacTiter-Glo ATP, 48 h; yeast lacking PDR1 and PDR3 efflux regulators;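 active = every replicate shows inhibition above about 80%, whatever the replicate mean, limit read from the data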;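 also: 0% = DMSO neutral controls and 100% = 20 µM radicicol positive controls; yeast relying on Plasmodium falciparum Hsp90 in place of its own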
PKA-R2B activ: activators of human PKA-R2B complex; 340,000 compounds, 0.079% hits; PKA-R2B holoenzyme dissociation, Cy5-IP20 fluorescence polarization; R2B truncated from residue 108, S112A mutant; 0% DMSO only, 100% 113 µM cGMP; activation, % at 11.4 µM; P22694+P31323;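 active = activation above a cutoff set at the mean over all compounds plus 3 SD, cut at about 18% in these data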;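 also: higher means more holoenzyme dissociation and a rise in polarization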
Target sequence (P31323 whole entry, looked up, other chains not shown, the tested form may be a part): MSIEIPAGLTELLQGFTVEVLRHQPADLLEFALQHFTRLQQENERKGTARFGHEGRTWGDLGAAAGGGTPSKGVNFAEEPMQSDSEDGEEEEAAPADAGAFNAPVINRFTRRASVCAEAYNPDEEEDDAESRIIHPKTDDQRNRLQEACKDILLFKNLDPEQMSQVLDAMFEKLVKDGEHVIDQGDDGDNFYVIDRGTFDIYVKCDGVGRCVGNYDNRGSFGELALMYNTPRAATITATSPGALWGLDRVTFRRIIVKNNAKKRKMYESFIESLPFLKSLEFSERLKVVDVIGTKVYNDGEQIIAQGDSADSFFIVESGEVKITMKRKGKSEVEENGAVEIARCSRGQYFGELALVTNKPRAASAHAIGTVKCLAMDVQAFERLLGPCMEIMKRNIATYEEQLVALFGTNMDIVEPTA
Ecoli viability: reduces bacterial viability in AddAB counter-screen; E. coli V3065 growth, OD600 absorbance, 18 h; inhibition, % at 11.9 µM; 330,000 compounds, 0.27% hits; AID 449728;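 active = inhibition above the campaign's mean inhibition across all tested compounds plus 3 SD, cut at about 9.9% in these data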;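 also: uninfected addAB+ strain grown without phage in ampicillin broth; 0% = DMSO wells and 100% = ciprofloxacin 0.95 µg/ml wells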
Mot1-301 SUMO: blocks SUMOylation pathway, rescuing yeast Mot1-301 growth; 320,000 compounds, 1% hits; AID 2716; growth rescue, % at 18.8 µM; S. cerevisiae Mot1-301 growth rescue, ATP luminescence, 38.5C; percent above DMSO median, 100 means doubled;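 active = every valid replicate shows activation above 250% relative to neutral control wells; inactive = the rest, any valid replicate at or below 250%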;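 also: OY570 slx delta 5 strain wells were the positive control but not used for scaling; some compounds called inactive have numbers as strong as hits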
Numbers without * were called inactive; . = no result given; & = joins results of further samples.

SMILES	phage Ecoli inh	PKA-R1A activ	Tat export inh	HTR5A inv ag	MOR-DOR inv ag	AddAB inh	MOR-DOR ag	PfHsp90 yeast 2	PKA-R2B activ	Ecoli viability	Mot1-301 SUMO
COC(=O)COc1ccc(NC(=O)Cn2nc(-c3ccccc3)c3ccccc3c2=O)cc1	4.1	2	-6	-23	6	2.0	-1.2	-1	2	-3.0	-7
CSc1nc(Nc2ccc(Cl)cc2)c(C#N)c(=O)[nH]1	-1.1	-8	-1	13	0	1.7	-0.1	2	5	1.1	7
Cn1c(C(=O)Nc2ccc(Cl)cc2)cc2cc(Cl)ccc21	-0.3	-11	-14	-12	-3	1.9	0.7	-5	6	-0.1	-2
CCN(CC)S(=O)(=O)c1cccc(S(=O)(=O)N2CCCCC2)c1	0.1	5	-2	-35	8	-1.3	-1.5	13	8	-1.2	-23
CC(C)(C)c1ccc(S(=O)(=O)C(C)(C)C)cc1	3.4	-8	-7	-17	9	1.9	-1.7	-20	-10	0.2	18
O=C(O)c1cccc2c1-c1ccc(Cl)cc1C2=O	2.7	3	4	-5	13	.	-2.9	-40	-10	.	.
O=C(O)c1ccc2nnn(O)c2c1	4.1	0	3	1	10	-0.6	-1.9	-30	-3	0.8	-2
O=c1[nH]n2c(=O)c3c([nH]c2c1N=Nc1ccccc1)CCC3	0.6	7	-7	17	26	2.4	-4.7	-29	4	0.0	-14
Cc1ccsc1C(C(=O)NC(C)(C)C)N(C(=O)c1csnn1)c1ccccc1 (centres undefined)	5.2	5	-2	-14	11	1.7	-2.1	-3	-8	-0.6	115
O=C(NCCc1ccc(F)cc1)c1cccs1	2.8	4	-3	6	17	1.2	-3.0	7	0	0.5	1
O=C(CN(C(=O)Cn1nnc(-c2cccs2)n1)c1ccc2c(c1)OCCO2)NCC1CCCO1 (centres undefined)	3.3	-6	8	1	3	4.0	-0.5	.	-16	-1.3	.
Nc1nc(-c2ccco2)c(-c2ccco2)s1	2.7	2	5	0	-21	4.5	4.5	-58	-3	1.8	-11
COc1ccc(CC(=O)N2CCOCC2)cc1	2.9	-1	-11	1	2	2.3	-0.4	-11	5	0.6	5
CC1CC(C)(C)NC(=S)O1 (centres undefined)	0.8&-2.3	4&0	-2&-7	0&11	12&8	-0.1	-2.4&-1.8	-6&13	-8&-9	-3.2	15&14
NC(=O)CC(NC(=O)Cc1ccc(Br)cc1)c1ccc(N2CCN(c3ccccc3)CC2)c([N+](=O)[O-])c1 (centres undefined)	2.5	3	-1	1	13	4.2	-2.2	25	1	1.8	-5
O=C(c1ccco1)c1cc2c(ccc3ccccc32)oc1=O	3.6	0	1	9	0	1.3	0.1	.	8	-0.8	.
Cc1ccc(-n2nnnc2-c2ccccc2)cc1	-1.5	-8	-12	8	13	1.0	-2.8	12	-4	-1.3	10
CC/C(=N/N=C(/CC)c1ccc(O)cc1)c1ccc(O)cc1	0.5	-2	8	18	12	0.8	-2.3	6	2	-2.9	20
COc1ccc(NC(=O)CN2C(=O)COc3ccc(S(=O)(=O)N4CCOCC4)cc32)c(OC)c1	1.6	7	1	18	6	-2.2	-1.2	-7	-7	1.7	-22
Cn1cncc1C#Cc1c(C=O)n(C)c2ccccc12	4.3	3	-6	11	11	0.2	-2.5	18	-5	-0.3	-12
COc1ccc(CN2CCC3CC2c2cc(-c4cccc(C)c4)ccc23)cc1 (centres undefined)	-0.6	-8	3	-21	2	.	-0.5	-25	4	.	.
C/C=C/c1ccc(OCC(=O)OCC2=C(C(=O)OCC)C(C)NC(=O)N2)c(OC)c1 (centres undefined)	1.0	-9	-5	-4	0	-0.3	0.0	.	-10	2.4	-12
COc1ccc(C(=O)NC(=S)N2CCN(c3ccccc3OC)CC2)cc1OC	3.5	4	-4	-12	14	-0.5	-2.8	12	3	-0.1	8
CCCc1cc(=O)oc2cc(C)cc(OCC(=O)NC3CCN(Cc4ccccc4)CC3)c12	1.1	-1	0	-18	11	-2.8	-2.1	6	6	-0.9	6
O=C(NNC(=O)c1ccc(Cl)c(S(=O)(=O)Nc2ccc(Cl)cc2)c1)c1ccc(=O)[nH]c1	5.2	-7	-6	-12	12	-0.7	-1.9	.	10	-0.2	-1
COCCNC(=O)CCN1N=C(c2ccccc2)CCC1=O	2.8	0	2	12	22	1.7	-4.6	4	1	-3.8	-1
COc1cc(NC(=O)COC(=O)CNC(=O)c2cc(C)cc(C)c2)c(C)cc1[N+](=O)[O-]	4.7	0	4	-10	6	0.8	-0.8	13	-7	3.0	4
Cc1sc2c(c1C)C(=O)/C(=C\Nc1ccccn1)S(=O)(=O)N2C	0.7	-7	-10	-9	15	0.9	-2.9	-13	-4	-0.7	12
CCC(C(=O)NCCc1ccc(OC)c(OC)c1)n1nc(C)n2c(cc3occc32)c1=O (centres undefined)	-1.6	-8	0	4	9	-0.9	-1.9	29	-3	-1.4	20
COC(=O)c1ccc2nc(C(F)(F)F)[nH]c2c1	0.5	-5	-1	12	0	-0.2	0.0	-1	-5	-2.2	-2
COc1ccc(C(=O)c2ccc(OC)c(OC)c2)cc1	-0.1	-6	-9	-3	7	1.0	-1.1	10	-3	-0.1	-3
Cc1nnc2ccc(-c3cccc(NC(=O)c4ccc(Br)o4)c3)nn12	1.8	5	-2	12	4	-1.2	-0.8	-10	-1	0.3	2
Cc1ccc(S(=O)(=O)c2ccsc2NC(=O)c2ccccc2)cc1	1.3	7	4	4	7	.	-1.5	22	-4	.	.
Cc1cccn2c(=O)c3cc(C#N)c(=O)n(CCCN4CCOCC4)c3nc12	1.4	-4	-2	-13	10	-0.2	-1.9	.	-7	0.5	11
COc1cc(=O)n(C)c2ccccc12	2.6	7	-9	-33	-1	2.4	0.1	2	9	-1.4	-9
CCOC(=O)C(Cc1ccc(NC(C)=O)cc1)N1C(=O)c2ccccc2C1=O (centres undefined)	-1.8	-7	-4	1	5	1.3	-1.4	5	-6	1.1	-16
O=C(CN1CCN(C/C=C/c2ccccc2)CC1)Nc1ccc(F)cc1F	2.3	10	1	-4	12	0.9	-2.7	10	5	1.0	3
CCCCN(C(=O)CN1C(=O)C2CCCCC2C1=O)c1c(N)n(Cc2ccccc2)c(=O)[nH]c1=O (centres undefined)	3.0	4	0	-17	10	1.2	-1.9	.	4	0.6	-14
CCN(CC)S(=O)(=O)c1ccc(NS(=O)(=O)c2cccc(C)c2)cc1	1.5	4	-1	2	11	-0.7	-1.9	-18	12	1.8	39
CCN(CC)CCNC(=O)c1ccc(NC2=NC3CS(=O)(=O)CC3S2)cc1 (centres undefined)	-0.9	12	6	-1	-4	-0.2	0.7	10	19*	0.0	-15
CC(C)(C)c1ccc(-c2nc(-c3ccncc3)no2)cc1	3.5	-8	9	3	-28	-1.6	5.2	-50	3	-0.7	2
COc1ccc(/C=C(\C#N)C(=O)OCCNC(=O)c2ccncc2)cc1	3.9	20*	3	17	18	3.1	-3.5	-2	10	2.2	4
Cc1ccc(C(C)C)cc1S(=O)(=O)Nc1cccnc1	0.4	8	6	7	13	2.1	-2.5	9	5	-1.5	156
CC1CN(CCCCOc2ccc(Cl)c3ccccc23)CC(C)O1 (centres undefined)	2.1	-9	9	4	-19	0.3	3.8	16	-5	1.3	25
O=C(COc1ccccc1C(=O)O)Nc1ccc(SC(F)F)cc1	4.5	-4	2	-19	13	2.9	-2.5	-15	6	-0.2	1
Cc1ccc(NC(=O)CN(C)CC(=O)NC2CCCc3ccccc32)cc1 (centres undefined)	1.2	-1	2	-28	2	1.3	-0.4	-1	5	-1.6	.
COC(=O)c1ccc(CN2C(=O)C3CCCCC3C2=O)o1 (centres undefined)	2.5	-3	-3	-22	13	1.4	-2.5	-5	-6	-0.2	2
CCc1ccc(-c2cc(C)no2)cc1S(=O)(=O)NC(C)Cc1ccco1 (centres undefined)	-1.4	-2	4	13	-4	1.2	0.7	-7	-8	1.7	-12
NS(=O)(=O)c1cccc(NC(=O)COC(=O)Cn2cnc3ccccc32)c1	0.4	-15	1	-25	10	-0.1	-1.9	6	-17	-0.3	-15
C[C@@H](CO)NC(=O)c1ccc2c3n(nc2c1)-c1ccccc1CO3	0.6	-1	1	-9	10	1.0	-2.2	7	-7	1.6	-27
CN(CC(=O)Nc1ccc(F)cc1[N+](=O)[O-])C1CCS(=O)(=O)C1 (centres undefined)	4.8	2	-3	12	-1	1.5	0.2	-5	-7	-1.5	4
CCC/C(C(=O)NCCO)=C1/c2ccccc2C(=O)N1c1ccccc1	-1.1	9	-9	-2	6	0.4	-1.1	-15	4	0.3	6
O=S(=O)(c1ccc(Cl)c(S(=O)(=O)N2CCCC2)c1)N1CCCC1	4.3	4	-16	5	11	4.5	-2.4	-13	4	-0.3	-8
C/C(=N\Nc1cc(N2CCOCC2)nc(C)n1)c1ccc(F)cc1	0.2	7	-4	4	16	4.4	-3.2	-4	-4	-0.3	-2
COCCN(C(=O)COC(=O)c1ccc2[nH]c(C)c(C)c2c1)c1c(N)n(Cc2ccccc2)c(=O)[nH]c1=O	4.3	-2	-2	16	20	-2.4	-3.7	12	5	-0.8	-2

Retrieved by structure from the entries so far, 2 records:
SMILES	phage Ecoli inh	PKA-R1A activ	Tat export inh	HTR5A inv ag	MOR-DOR inv ag	AddAB inh	MOR-DOR ag	PfHsp90 yeast 2	PKA-R2B activ	Ecoli viability	Mot1-301 SUMO
COc1ccc(/C=C(\C#N)C(=O)OCCNC(=O)c2ccncc2)cc1	3.9	20*	3	17	18	3.1	-3.5	-2	10	2.2	4
Cc1ccc(NC(=O)CN(C)CC(=O)NC2CCCc3ccccc32)cc1 (centres undefined)	1.2	-1	2	-28	2	1.3	-0.4	-1	5	-1.6	.

Some of these compounds in order of the MOR-DOR inv ag value, lowest first.
smiles | MOR-DOR inv ag
NS(=O)(=O)c1cccc(NC(=O)COC(=O)Cn2cnc3ccccc32)c1 | 10
COC(=O)c1ccc(CN2C(=O)C3CCCCC3C2=O)o1 (centres undefined) | 13
COc1ccc(/C=C(\C#N)C(=O)OCCNC(=O)c2ccncc2)cc1 | 18

Taken from above:
MOR-DOR inv ag, O=S(=O)(c1ccc(Cl)c(S(=O)(=O)N2CCCC2)c1)N1CCCC1 : 11
Ecoli viability, COC(=O)c1ccc(CN2C(=O)C3CCCCC3C2=O)o1 (centres undefined) : -0.2
PKA-R2B activ, Cc1ccc(C(C)C)cc1S(=O)(=O)Nc1cccnc1 : 5
